Assay outcomes from PubChem BioAssay.
mIAP inh – blocks mouse intestinal alkaline phosphatase | purified mouse IAP, CDP-Star luminescence, 30 min | inhibition, % at 10 µM | hit rate 0.2% among 330,000 | AID 2806;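 active = inhibition of at least 40% at 10 µM in the primary screen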;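 note: plate controls were DMSO with enzyme for no effect and no enzyme wells for full effect; values of inactives mirror those of a sister screen read the other way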
mIAP act – mouse IAP activation; muIAP, CDP-Star luminescence, 30 min; active compounds read high; 1 = vehicle-only enzyme signal, 0 = enzyme-free wells; activation factor at 10 µM; hit rate 0.24% among 330,000; AID 2805;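 active = activation factor of at least 2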; note: the source names both 10 and 20 µM as test concentration; values of inactives mirror those of a sister screen read the other way
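Assay system: mouse IAP enzyme; reagent: chemiluminescent substrate CDP-Star; dosing: test compounds delivered from DMSO solution; schedule: 30 min at room temperature; measured by: luminescence from enzymatic CDP-Star hydrolysis; controls: DMSO-only wells and no-enzyme negative control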
TIM10 inh – TIM10 yeast growth inhibition; AID 463195; S. cerevisiae TIM10 strain growth, BacTiter-Glo luminescence, 24 h; inhibition, % at 10 µM; hit rate 1.4% among 330,000;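 active = inhibition of 40% or more at the single tested concentration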;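 note: wild-type TIM10 isogenic control strain grown at permissive 25 °C; 0% = DMSO yeast wells and 100% = minimal medium wells without yeast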
NALP3 yeast inh – inhibitors of NALP3 inflammasome in yeast. Yeast reconstituted NLRP3/ASC/caspase-1, beta-gal luminescence, 24 h. inhibition, % at 10 µM. hit rate 0.39% among 330,000;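 active = inhibition of 50% or more; inactive = inhibition below 50%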;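 note: plate controls were induced DMSO wells for no effect and uninduced yeast grown without galactose for full effect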
hIAP inh – human IAP inhibition; inhibition, % at 10 µM; purified IAP, CDP-Star luminescence, 30 min; P09923; hit rate 0.12% among 330,000;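 active = inhibition reaching a set limit with compound at 10 µM in the primary screen, cut at about 35% in these data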;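 note: plate controls were DMSO wells with enzyme for no effect and no-enzyme buffer wells for full effect; values of inactives mirror those of a sister screen read the other way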
Target sequence (P09923 whole entry, looked up): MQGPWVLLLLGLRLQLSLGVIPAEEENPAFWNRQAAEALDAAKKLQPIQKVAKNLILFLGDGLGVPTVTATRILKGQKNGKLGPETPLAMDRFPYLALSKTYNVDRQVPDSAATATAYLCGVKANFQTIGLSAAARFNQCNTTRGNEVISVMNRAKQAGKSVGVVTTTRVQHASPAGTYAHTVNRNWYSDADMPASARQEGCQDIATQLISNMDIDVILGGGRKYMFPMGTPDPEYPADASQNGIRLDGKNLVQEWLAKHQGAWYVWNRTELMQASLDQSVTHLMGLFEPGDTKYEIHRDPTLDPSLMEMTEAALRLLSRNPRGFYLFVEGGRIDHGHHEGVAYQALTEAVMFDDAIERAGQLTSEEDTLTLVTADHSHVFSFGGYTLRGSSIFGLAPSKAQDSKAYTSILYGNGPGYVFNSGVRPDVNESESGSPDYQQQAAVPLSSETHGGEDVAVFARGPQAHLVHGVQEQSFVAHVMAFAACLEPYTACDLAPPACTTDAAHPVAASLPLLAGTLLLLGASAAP
A3A deaminase – human APOBEC3A DNA deaminase inhibition; inhibition, % at 20 µM; hit rate 0.41% among 330,000; AID 493011; P31941; recombinant A3A, FAM/TAMRA ssDNA deamination fluorescence;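 active = at least 40% inhibition at 20 µM here, with at most 30% in a related deaminase screen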;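 note: plate controls were A3A with DMSO for no effect and wells lacking A3A enzyme for full effect; some results filed as inactive read as strong as hits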
Target sequence (P31941 whole entry, looked up): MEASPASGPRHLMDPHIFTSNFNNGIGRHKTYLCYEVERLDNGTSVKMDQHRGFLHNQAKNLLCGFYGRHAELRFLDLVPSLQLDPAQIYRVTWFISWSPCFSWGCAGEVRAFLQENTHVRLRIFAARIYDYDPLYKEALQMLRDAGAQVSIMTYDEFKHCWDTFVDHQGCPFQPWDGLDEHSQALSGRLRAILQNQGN
A3G deaminase – blocks human APOBEC3G single-stranded DNA deamination; hit rate 0.28% among 330,000; inhibition, % at 20 µM; recombinant A3G, ssDNA deamination FAM/TAMRA fluorescence;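 active = inhibition of at least 40% at 20 µM, with no more than 30% in the related APOBEC3A deaminase screen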;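 note: plate controls were DMSO wells with A3G for no effect and wells lacking A3G enzyme for full effect; some compounds called inactive have numbers as strong as hits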
tim10-1 inh – tim10-1 yeast growth inhibition | hit rate 2.2% among 330,000 | AID 463190 | S. cerevisiae tim10-1 ts strain growth, BacTiter-Glo, 24 h | inhibition, % at 20 µM;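 active = inhibition of at least 40%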;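 note: mutant grown at 25 °C; 0% = DMSO wells with yeast and 100% = wells holding no yeast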
beta cell repl – induces beta-cell replication in MIN6 cells; MIN6 cells proliferation, ATPlite luminescence, 48 h; cells starved in 0.2% serum; 100% = growth in 10% serum; proliferation, % at 10 µM; hit rate 0.29% among 330,000; AID 2380;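 active = compounds whose signal lies at least 3.5 SD above the mean of all wells on their plate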;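 note: 0% = DMSO-treated cells in low-serum medium and 100% = 10% serum control; some compounds called inactive have numbers as strong as hits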
Active calls of the source: *.

item	compound	mIAP inh	mIAP act	TIM10 inh	NALP3 yeast inh	hIAP inh	A3A deaminase	A3G deaminase	tim10-1 inh	beta cell repl
1	Cc1ccc(S(=O)(=O)N(C)c2cc(S(=O)(=O)N3CCOCC3)c(C)cc2C)cc1	2	0.98	20	13	-4	-3	-6	1	-2
2	Cc1cccc(-c2nc(NCCCN(C)C)c3ccccc3n2)c1	-11	1.1	-10	19	-45	2	-1	1	-3
3	C#CCOCCOCCOCCNc1nc(N2CCN(C(=O)CCCCCCCCCCNC(=O)Cn3cc(CCCCCN)nn3)CC2)nc(N2CCN(C(=O)CCCCCCCCCCNC(=O)[C@@H]([C@H](C)O)n3cc(C)nn3)CC2)n1	-35	1.3	13	36	2	-4	4	25	-8
4	CC(=O)Nc1cccc(NC(=O)C2CCCN2C(=O)Nc2cccc(C)c2)c1 (stereo not drawn)	-1	1	-6	18	17	-1	-6	-5	-2
5	COc1ccc(NC(=O)C2CCCN2S(=O)(=O)c2ccc3c(c2)CCC(=O)N3)c(OC)c1 (stereo not drawn)	8	0.92	4	10	10	1	3	2	1
6	Cc1cc(-c2ccc(S(=O)(=O)N3CCCCC3)s2)on1	2	0.98	13	-4	-16	4	8	2	2
7	COc1cc2c(cc1OC)C(C)N(C(=S)Nc1ccccc1)CC2 (stereo not drawn)	1	0.99	1	9	1	-2	-6	13	0
8	COc1ccc(C(=O)CSc2nnc(NC(=O)C3CC(=O)N(c4ccccc4)C3)s2)cc1 (stereo not drawn)	-6	1.1	0	4	-1	1	0	17	0
9	COc1ccccc1OCCCOc1ccc(/C=C2\SC(=O)NC2=O)cc1OC	4	0.96	11	12	5	-2	-2	5	-4
10	O=C(Nc1ccccc1)N1CCn2c1nc1ccccc12	-9	1.1	5	-3	-11	-8	-11	37	-2
11	Cc1ccc(SCC(=O)OCC(=O)N(CCC#N)c2ccccc2)cc1C	-3	1	12	16	-30	8	0	27	0
12	CCc1ccc(NC(=S)Nc2cccc3cnccc23)cc1	3	0.97	0	-5	6	1	-1	5	-6
13	COC(=O)c1ccc(NC(=O)CSc2nc3cccnc3n2C)cc1	3	0.97	-4	15	20	-3	-5	7	0
14	c1ccc(Nc2ncnc3[nH]ncc23)cc1	9	0.91	-13	20	-28	1	1	2	-2
15	CCC(C(=O)NCc1ccc(F)cc1)N(Cc1cccs1)C(=O)c1snc(C(N)=O)c1N (stereo not drawn)	4	0.96	-10	21	-3	-6	-11	8	-3
16	O=c1oc2ccccc2cc1N1CCOCC1	-1	1	4	4	-16	-4	-3	-6	-2
17	CCC1CCCCN1C(=O)Cn1c(=O)n(CCCC(=O)NCc2ccco2)c(=O)c2sccc21 (stereo not drawn)	2	0.98	13	22	7	-2	-7	-7	6
18	CCCn1c(SCC(=O)NCc2ccccc2Cl)n[nH]c1=O	2	0.97	12	20	-5	-1	-11	4	-3
19	C/C=C(\C)C(=O)Nc1cccc(C2=NOC3(C2)C[C@@H](C(N)=O)N(C(=O)c2cc([N+](=O)[O-])cc([N+](=O)[O-])c2C)C3)c1 (stereo partly drawn)	3	0.97	13	7	8	-1	-5	6	1
20	O=C(O)/C=C/c1coc2ccc(F)cc2c1=O	13	0.87	-3	9	7	1	-1	19	1
21	N/C(=N\OC(=O)c1ccc(F)cc1)c1ccc(Br)cc1	-3	1	34	20	13	-8	-6	57*	-5
22	Cc1cc(C)cc(C(=O)NC(CC(N)=O)c2ccc(N3CCN(c4ccccn4)CC3)c([N+](=O)[O-])c2)c1 (stereo not drawn)	-1	1	-3	5	2	0	-11	-2	-5
23	c1cncc(Nc2nc(-c3cccs3)cs2)c1	26	0.74	39	16	9	-1	-8	9	0
24	Cc1cc(C)nc(NC(=O)c2csnn2)c1	2	0.98	-4	4	10	-2	-4	21	-3
25	CC(=O)Nc1cc2c3c(c1)CCC(=O)N3CCC2	-1	1	-2	9	6	-6	-9	11	-1
26	O=C(/C=C/c1ccc(Cl)c([N+](=O)[O-])c1)Nc1ccc(N2CCCC2)cc1	10	0.9	-25	7	4	1	7	11	-1
27	O=C(NCCC1=CCCCC1)c1cccc2c1C(=O)N(C1CCCCC1)C2	0	1	20	3	3	1	-5	28	-2
28	O=C(COc1ccc2ccc(=O)oc2c1)N1CCN(c2ccc(F)cc2)CC1	-3	1	2	22	-10	-7	-8	13	-3
29	CCc1ccc(C(=O)NNc2ccccc2F)cc1	1	0.99	-2	35	-6	0	-2	-11	-3
30	CC(=O)NC(=O)NC1OC(=O)C(Cl)=C1Cl (stereo not drawn)	-2	1	-5	8	6	3	2	3	-1

2 records picked at random from the list so far:
item	compound	mIAP inh	mIAP act	TIM10 inh	NALP3 yeast inh	hIAP inh	A3A deaminase	A3G deaminase	tim10-1 inh	beta cell repl
27	O=C(NCCC1=CCCCC1)c1cccc2c1C(=O)N(C1CCCCC1)C2	0	1	20	3	3	1	-5	28	-2
20	O=C(O)/C=C/c1coc2ccc(F)cc2c1=O	13	0.87	-3	9	7	1	-1	19	1

(more compounds)
item	compound	mIAP inh	mIAP act	TIM10 inh	NALP3 yeast inh	hIAP inh	A3A deaminase	A3G deaminase	tim10-1 inh	beta cell repl
31	COc1ccc(-c2nnc(SCc3cc(C)ccc3C)n2N)cc1	5	0.95	39	5	6	-3	-7	42*	-4
32	S=c1[nH]nc(-c2ccco2)n1-c1ccc(Cl)cc1	4	0.96	14	11	16	-3	31	14	3
33	COc1cc2c(cc1OC)-c1cc(Nc3ccccc3Br)nc(=O)n1CC2	4	0.96	2	-5	-2	0	-7	-19	6
34	Cc1cc(C(=O)NCCN2CCN(c3cccc(Cl)c3)CC2)n(-c2ccccc2)n1	2	0.98	2	16	14	-2	-6	22	-4
35	CCN(CC(=O)N1CCC(C(N)=O)CC1)S(=O)(=O)c1ccc(Cl)cc1	-7	1.1	2	24	23	-4	6	6	0
36	Cc1nc(SCC(=O)N2CCN(c3ccccn3)CC2)c(C#N)c(C)c1C	-11	1.1	14	10	-19	1	-3	7	-5
37	COc1ccc(SC[C@H](Cc2ccccc2)N2CC[C@@H](O)CCC2=O)cc1	3	0.97	3	11	-4	-2	-5	10	-1
38	COc1ccc(OC)c(S(=O)(=O)N(C(C)=O)c2ccc3oc(=O)sc3c2)c1	2	0.98	31	12	25	-4	-5	32	-3
39	CCCCc1c(O)nc(SCC(=O)Nc2ccc3c(c2)CCC3)[nH]c1=O	10	0.9	7	8	13	-4	-3	3	-3
40	COc1cc(OC)nc(NC(=O)CSc2nnc(-c3ccccc3)n2C2CCCCC2)n1	-1	1	30	11	-6	1	-6	16	-1
41	Cc1ccc(S(=O)(=O)NCC(=O)OCC(=O)N2CC(=O)Nc3ccccc32)cc1	-7	1.1	-8	4	1	12	-7	-9	4
42	COc1ccc(C(=O)N2CCN(c3ccccn3)CC2)cc1	3	0.97	28	7	-6	0	0	13	-1
43	Cc1cccc(NC(=O)Cn2c(O)c(N=NC(=O)c3ccccc3O)c3ccccc32)c1	21	0.79	1	19	4	3	4	25	0
44	COc1ccc(CCNC(=O)COC(=O)c2cnc(C)cn2)cc1OC	-6	1.1	-22	7	8	2	2	-17	-2
45	C=CCNC(=S)NNC(=O)c1cccn(Cc2ccc(Cl)cc2Cl)c1=O	5	0.95	-22	2	4	-4	-7	47*	0
46	Cc1nc([N+](=O)[O-])c(N2CCN(Cc3ccccc3)CC2)n1Cc1ccccc1	2	0.98	4	25	13	0	1	26	2
47	CC(=O)Oc1ccc(/C=N/NC(=O)C2CCCN2S(=O)(=O)c2ccc(Cl)cc2)cc1 (stereo not drawn)	9	0.91	-1	-2	-7	61*	16	1	0
48	Cc1ccc(N=CC2=C(O)CC(c3ccccc3Cl)CC2=O)cc1 (stereo not drawn)	0	1	24	-9	-36	2	10	33	-2
49	O=C(CCOc1ccccc1)N1CCN(c2ccc(O)cc2)CC1	14	0.86	-50	15	-1	1	23	-41	-4
50	COCCCNC(=O)/C(C#N)=C/c1ccc(F)cc1	7	0.93	13	8	0	2	-5	42*	-2
51	O=C(COc1c(Br)cc(Br)c2cccnc12)N1CCc2ccccc2C1	-4	1	12	18	5	0	-3	36	-4
52	CC1=C(C(=O)OCC2CCCO2)C(c2cccc(O)c2)NC(=O)N1 (stereo not drawn)	3	0.97	-1	16	13	-3	-4	-6	1
53	CCn1c(-c2ccccc2Cl)nn(CC(=O)Nc2ccccc2OC)c1=S	2	0.98	-2	17	-13	0	-6	15	-2
54	COc1cccc(CN2CC(C(=O)NCc3cccc(Cl)c3)CCC2=O)c1 (stereo not drawn)	-1	1	-1	-20	13	-4	-6	21	-2
55	Cc1cc(-c2ccccc2)nc(N/N=C/c2ccc(O)cc2O)n1	18	0.82	57*	30	-35	-6	-1	35	-5
56	CN(Cc1ccccc1)C(=O)c1ccc(NC(=O)c2ccccc2)cc1	5	0.95	28	21	-11	-3	-9	17	-1
57	CCCCC1=CC2=C(c3ccco3)C(=O)C(C)(OC(=O)c3ccc(OC)cc3)C(=O)C2=CN1CCN1CCOCC1 (stereo not drawn)	0	1	-2	10	-8	0	-5	0	-3
58	O=c1cc(O)c2ccccc2[nH]1	-12	1.1	-8	14	-21	-3	1	10	4
59	COC(=O)COc1cccc(NC(=O)c2cccs2)c1	0	1	21	-1	4	0	-3	-4	0
60	O=C(CCCOc1ccccc1)NNC(=O)c1ccncc1	-8	1.1	-6	21	-7	-3	-1	-4	0
61	O=C(CN1C(=O)c2ccccc2S1(=O)=O)c1ccccc1F	-6	1.1	7	19	4	-5	-10	27	-2
62	Cc1cc(N2CCN(S(=O)(=O)c3ccccc3)CC2)c2ccccc2n1	6	0.94	21	9	3	-1	-4	27	-1
63	Cc1cc(Oc2ccc(=O)n(C)n2)nc(=S)[nH]1	4	0.96	4	-4	-2	-2	-6	4	-2
